SMN2 splice enh – increases expression of the SMN2 splice variant; HEK293 SMN2-luciferase splicing reporter, luminescence, 30-36 h; Potency, µM (series often up to 46.1 µM), for the others: top-dose activity change, positive = activation, usual class: activators; actives 2.8% (n = 210,000); AID 1458; also: % of control where 0% means no effect; nearly all actives have a fitted effect of over 55% in size
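qHTS luciferase splicing reporter: luminescence rises when SMN2 exon 7 is included in transfected HEK293 cells. Compound exposure lasted 30-36 h at 37C, with 4.5 mM final sodium butyrate as control, followed by a ONE-Glo read.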
HTT aggregate – mutant huntingtin aggregation inhibition; PC12 HttQ103-GFP aggregates, Acumen cytometry, 40 h; Potency, µM (top dose mostly 46.1 µM), for inactives: top-dose activity change, negative = inhibition, actives largely listed as inhibitors; actives 1.1% (n = 220,000); also: % is scaled to controls: 0 for no effect and ±100 for the full control effect; nearly all actives have a fitted effect of over 60% in size
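Quantitative HTS on tebufenozide-induced (100 nM) PC12 cells stably expressing polyQ103 Huntingtin exon 1–GFP. Reduction of bright GFP aggregates, detected by laser scanning cytometry after lysis, identified actives across the titration.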
Tau fibril FP – inhibitors of human tau fibril formation; K18 P301L tau heparin fibrillization, Alexa594 FP, 6 h; P10636; Potency, µM (titrated, usually from 57.7 µM), inactives show top-dose activity, negative = inhibition, hits mostly inhibitors; actives 0.39% (n = 280,000); also: % is scaled to controls: 0 for no effect and ±100 for the full control effect; nearly all actives have a fitted effect of over 55% in size
Target sequence (P10636 561-689 P618L limits assumed): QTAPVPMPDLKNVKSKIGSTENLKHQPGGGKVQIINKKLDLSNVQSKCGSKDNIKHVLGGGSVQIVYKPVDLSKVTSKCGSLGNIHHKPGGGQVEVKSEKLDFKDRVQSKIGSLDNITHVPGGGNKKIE
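Recombinant K18 P301L […], labeled with Alexa 594 at 0.24 uM over 15 uM unlabeled; heparin inducer 20 uM final; 37 C, 6 hr; FP endpoint.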
Tau fluor counter – counter-screen for tau fibril formation inhibitors. Potency, µM (doses to about 57.7 µM), for inactives: top-dose activity change, negative = decrease. tau K18 P301L Alexa594 fluorescence, heparin fibrillization. actives 0.93% (n = 280,000); also: % is scaled to controls: 0 for no effect and ±100 for the full control effect; nearly all actives have a fitted effect of over 55% in size
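Human K18 P301L tau (15 uM unlabeled plus 0.24 uM Alexa 594-labeled, final) in 100 mM sodium acetate pH 7 was mixed with compound and 20 uM heparin and incubated 6 hr at 37 C.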
ALDH1A1 inh – blocks purified human ALDH1A1 activity. actives 7.3% (n = 220,000). Potency, µM (doses to about 75.3 µM), without a hit: at the top dose activity, negative = inhibition, hits mostly inhibitors. P00352. Purified ALDH1A1, NADH fluorescence, propionaldehyde substrate; active = well fitted inhibition curve with a large enough effect, not every such curve was filed as active; inconclusive = small, poorly fitted or top-dose-only effect, or another doubt; inactive = no such curve, though single readings can be large or run the other way;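 also: plate controls were no enzyme wells and a reference inhibitor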
Target sequence (P00352 whole entry, looked up): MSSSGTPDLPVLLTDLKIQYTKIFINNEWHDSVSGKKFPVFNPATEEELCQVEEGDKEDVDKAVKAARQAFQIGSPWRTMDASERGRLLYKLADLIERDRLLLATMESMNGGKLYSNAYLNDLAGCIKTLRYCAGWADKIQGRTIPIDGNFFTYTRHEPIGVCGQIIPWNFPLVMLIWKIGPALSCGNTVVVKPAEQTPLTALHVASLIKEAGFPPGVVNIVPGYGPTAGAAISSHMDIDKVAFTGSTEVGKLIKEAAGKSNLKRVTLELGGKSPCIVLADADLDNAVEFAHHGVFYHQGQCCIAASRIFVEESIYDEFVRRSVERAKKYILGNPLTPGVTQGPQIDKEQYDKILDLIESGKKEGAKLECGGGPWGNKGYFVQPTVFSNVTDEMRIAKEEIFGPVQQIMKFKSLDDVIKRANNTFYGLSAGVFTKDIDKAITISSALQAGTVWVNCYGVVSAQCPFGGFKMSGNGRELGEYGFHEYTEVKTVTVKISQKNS
KDM4E inh – JMJD2E (human) inhibition; B2RXH2; JMJD2E catalytic domain, FDH-coupled NADH fluorescence (FDH is formaldehyde dehydrogenase); Potency, µM (titrated, usually from 57.1 µM), without a hit: at the highest dose activity change, negative = inhibition, most hits filed as inhibitors; actives 1.6% (n = 230,000); AID 2147; active = well fitted inhibition curve with a large enough effect, not every such curve was filed as active; inconclusive = small, poorly fitted or top-dose-only effect, or another doubt; inactive = no such curve, though single readings can be large or run the other way;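 also: 0% = wells with enzyme and -100% = buffer wells without enzyme; nearly all actives have a fitted effect of over 50% in size; many of its hits are not listed in these tables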
Target sequence (B2RXH2 1-337 limits assumed): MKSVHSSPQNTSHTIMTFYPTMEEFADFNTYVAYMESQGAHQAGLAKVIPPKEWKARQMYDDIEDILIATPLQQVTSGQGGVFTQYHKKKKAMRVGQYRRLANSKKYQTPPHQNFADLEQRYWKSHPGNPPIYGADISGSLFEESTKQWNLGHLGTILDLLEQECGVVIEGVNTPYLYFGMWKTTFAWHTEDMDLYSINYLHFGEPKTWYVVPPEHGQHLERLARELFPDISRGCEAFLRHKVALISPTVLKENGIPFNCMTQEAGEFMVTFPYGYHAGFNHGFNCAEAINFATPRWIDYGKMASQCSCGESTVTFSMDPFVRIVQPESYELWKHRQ
HTT cytoprotect – Huntington cell model cytoprotection by ATP luminescence; PC12 HTT-Q103 induced, cytoprotection, ATP luminescence, 40 h; Potency, µM (top dose mostly 56.4 µM), inactives show cytoprotection (ATP increase), hits mostly activators; actives 0.14% (n = 230,000); AID 1471;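 also: % of control where 0% means no effect; nearly all actives have a fitted effect of over 45% in size; toxic huntingtin expression switched on by the ecdysone agonist tebufenozide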
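PC12 cells stably carrying ecdysone-inducible Htt exon 1 (Q103)–GFP were induced with 100 nM tebufenozide (final) alongside library compounds in a dose series. Cytoprotection was scored as retained ATP by ATPlite luminescence.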
Tau fibril ThT – blocks human tau fibril formation measured by thioflavin T | recombinant tau K18 P301L (four-repeat tau fragment), heparin-induced fibrillization, ThT fluorescence | Potency, µM (titrated, usually from 57.4 µM), for inactives: at the highest dose activity, negative = inhibition, usual class: inhibitors | actives 2.1% (n = 270,000); also: % is scaled to controls: 0 for no effect and ±100 for the full control effect; nearly all actives have a fitted effect of over 55% in size
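Heparin-induced (20 uM) aggregation of recombinant human K18 P301L tau, 15 uM unlabeled with 0.24 uM labeled, pH 7 acetate buffer, 6 hr at 37 C with compound. Fibrils quantified by 30 uM ThT fluorescence after 1 hr ambient incubation.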
* = called active by the depositor; ? = inconclusive; . = not tested or not shown; [ ] = another dose, or the depositor's remark. Unless noted, calls follow the shape of the dose curve; as a rule, active = well fitted curve in the direction sought with a large enough effect; inconclusive = small, poorly fitted or top-dose-only effect, or another doubt; inactive = no such curve, though single readings can be large; an effect the other way counts as inactive or inconclusive. Potency is read from the fitted curve at half-maximal effect. This is a subset, so the mix of outcomes need not match the whole.

canonical_smiles	KDM4E inh	Tau fluor counter	ALDH1A1 inh	SMN2 splice enh	HTT cytoprotect	Tau fibril ThT	Tau fibril FP	HTT aggregate
CCOC(=O)c1nn(-c2cccc(OC)c2)c(-c2ccccc2)c1C(=O)c1ccccc1	-5.1%	-14.0%	?	-5.1%	6.1%	-9.6%	-6.7%	-10.0%
C=CCn1cnc2c(NCc3ccccc3)ncnc21	3.3%	-1.5%	-8.7%	?	-19.3%	-0.6%	-4.1%	-15.2%
COc1cc(C(=O)Nc2ccc(NC(=O)c3ccco3)nc2)cc(OC)c1OC	-1.7%	-11.8%	-1.2%	9.3%	-2.5%	?	-14.6%	12.0%
COc1cc(C(=O)OCC(=O)c2cc(C)n(C)c2C)cc(NC(=O)c2ccco2)c1OC	?	-25.9%	?	-7.4%	-27.2%	-27.3%	-9.2%	17.5%
Cc1ccc(C(C)C)c(OCCCNCc2cccnc2)c1	-3.8%	7.3%	-0.6%	-16.5%	-0.9%	1.2%	0.3%	-2.9%
CCN(CC)C(=O)Cn1c(=O)n(Cc2ccc(C(=O)NCc3ccc(C)cc3)cc2)c(=O)c2ccccc21	.	-7.8%	.	2.5%	.	-8.7%	-12.0%	.
Cc1cc(Sc2nccn2C)ncc1[N+](=O)[O-]	-4.8%	-4.2%	?	-10.3%	.	-6.0%	-5.4%	-18.9%
CC(C)(C)NC(=O)CSc1nnc(Cc2ccccc2)n1CC1CCCO1 (stereo unspecified)	7.5%	0.1%	8.2%	5.1%	-31.5%	-5.3%	-2.1%	-12.1%[9.22 µM]
O=[N+]([O-])c1nn(-c2ccc3c(c2)OCCO3)n(O)c1=NC1CCCCC1	-3.1%	-28.9%	?	-5.9%	-57.4%[inhibitor]	?	-2.2%	15.5%
OCCC1CN(Cc2cnc(-c3ccc(Cl)cc3)nc2)CCN1C1CCCC1 (stereo unspecified)	-6.4%	-16.2%	.	.	8.5%[10 µM]	-15.0%	2.2%	0.9%[9.22 µM]
Cc1ccc(NC(=O)CC2Nc3cc(C)c(C)cc3NC2=O)c(C)c1 (stereo unspecified)	.	-23.6%	.	-0.1%	.	-17.1%	?	.
COc1ccc(OC)c(CCNC(=O)c2cnn(-c3ccccc3)c2-n2cccc2)c1	.	-20.5%	.	-36.1%[inhibitor]	.	?	-5.1%	.
Cc1ccccc1-c1nccc(-n2ccnc2)n1	-26.3%	-8.4%	-4.5%	7.8%	-5.8%	-19.1%	-9.2%	.
CCC(=O)NC(/C=C/c1ccccc1)c1cc([N+](=O)[O-])c2cccnc2c1O (stereo unspecified)	-8.8%	-7.6%	-0.5%	-82.4%[inhibitor]	-46.4%[inhibitor][10 µM]	?	13.2%	?
C/C(=N\NC(=S)NCc1ccccc1)c1ccc2c(c1)OCCO2	-16.4%	-29.9%	8.7%	-38.2%[inhibitor]	-59.8%[inhibitor]	-2.7%	4.9%	-32.4%
COc1ccccc1C(=O)Nc1nc(-c2ccccc2)ns1	.	-17.0%	.	9.0%	.	0.9%	?	.
CS(=O)(=O)N1N=C(c2ccco2)CC1c1ccc(Cl)cc1 (stereo unspecified)	1.6%	4.4%	8.91µM*	21.1%	21.4%[10 µM]	3.9%	7.0%	14.5%
O=C(NC(=O)c1ccccc1)Nc1ccc(-c2cnco2)cc1	1.9%	0.4%	.	.	-13.2%[10 µM]	4.0%	4.0%	-6.4%[9.22 µM]
COCc1cc(C)n(CC(=O)Nc2ccc(NC(C)=O)cc2)c(=O)c1C#N	.	-1.0%	.	6.8%	.	1.8%	-10.2%	.
CCOc1ccc(-c2nonc2NC(=O)c2oc3cc(C)ccc3c2C)cc1OCC	.	?	.	-0.4%	.	-11.8%	?	.

(next part)
canonical_smiles	KDM4E inh	Tau fluor counter	ALDH1A1 inh	SMN2 splice enh	HTT cytoprotect	Tau fibril ThT	Tau fibril FP	HTT aggregate
Cc1cc(Br)ccc1OCC(=O)NNC(=O)c1cnccn1	?	7.7%	-5.8%	-4.3%	.	-6.7%	2.0%	-2.0%
O=c1[nH]c(NCc2ccccc2)nc2c1CCC2	-0.4%	10.6%	5.9%	.	-10.8%[0.074 µM]	11.4%	-1.3%	13.8%
COCCSc1nnc(NC(=O)CSc2ccccc2)s1	-6.1%	-7.1%	1.1%	4.6%	0.9%	-0.6%	-11.6%	-3.9%
COc1cccc(C2=NC(C)(C)NC(c3ccccc3O)C2)c1 (stereo unspecified)	-12.9%	?	?	-3.8%	-34.0%	?	-0.1%	16.8%
N/C(Cc1ccc([N+](=O)[O-])cc1)=N\OC(=O)c1ccc(Br)cc1	-0.4%	?	-18.1%	-6.3%	-12.0%[10 µM]	?	-13.9%	?
CCOc1ccc(NC(=O)C(NS(=O)(=O)c2ccc3c(c2)CCN3C(C)=O)C(C)C)cc1 (stereo unspecified)	.	-11.9%	.	9.8%	.	-7.2%	-12.3%	.
CCCCN(C)C(=O)Cn1c(=O)oc2cc(S(=O)(=O)N3CC(C)CC(C)C3)ccc21 (stereo unspecified)	3.9%	-16.1%	.	.	2.7%[10 µM]	-11.0%	-2.7%	16.0%[9.22 µM]
O=C(/C=C/c1ccccc1)NC(=S)Nc1ccc(N2CCOCC2)cc1	8.9%	?	?	-2.5%	-16.4%	?	6.9%	23.0%
CCOC(=O)C1CCCCN1C(=O)CCc1c(C)nc2ncnn2c1C (stereo unspecified)	7.2%	4.2%	3.7%	-1.6%	3.1%	-1.4%	-2.5%	7.0%
COC(=O)Cc1ccc(NC(=O)c2ccccc2Br)cc1	?	-6.0%	-3.1%	4.8%	-12.5%[10 µM]	-4.2%	-4.4%	16.3%
O=C(NCc1ccccc1)c1ccc2c(c1)N(Cc1ccccc1F)C(=O)c1ccccc1S2=O (stereo unspecified)	.	-29.2%	.	9.7%	.	0.0%	-10.2%	.
CCc1cc(C(=O)NC(C)c2ccccc2)no1 (stereo unspecified)	.	-0.6%	.	-2.1%	.	-1.8%	2.4%	.
CCN(CC)c1ccc(NC(=O)c2ccc(Br)o2)c(C)c1	-1.7%	-11.2%	2.0%	11.6%	-1.6%[0.074 µM]	?	-0.8%	-6.1%
Cc1ccc(S(=O)(=O)C(c2ccccc2)c2c(C)noc2C)cc1 (stereo unspecified)	-2.5%	-8.5%	2.2%	-2.8%	.	-6.8%	4.6%	14.0%
O=C(NCc1ccco1)/C(=C/c1cccnc1)NC(=O)c1cccc(Br)c1	-6.1%	-1.1%	-4.8%	-4.4%	-24.0%	-0.2%	-5.1%	16.4%
C=C(C)COc1ccc(-c2[nH]ncc2Oc2cccc(OC)c2)c(O)c1	-7.0%	8.91µM*[quencher]	-30.2%	-6.8%	15.8%	-15.1%	?	?
COC(=O)c1ccc(NC(=O)c2cn(-c3ccccc3)nc2-c2ccncc2)cc1	?	?	?	-20.3%	25.0%[10 µM]	-8.9%	?	11.6%
CC(C(=O)NN=C(c1ccccc1)c1ccccc1)N1CCCC1 (stereo unspecified)	-11.2%	6.0%	.	-8.9%	6.7%	3.5%	4.8%	8.4%[9.22 µM]
Cc1cccc(CN2CCN(CC(=O)NCCCN3CCN(c4ccc(F)cc4)CC3)C2=O)c1	5.1%	-5.8%	6.6%	.	21.2%	-16.4%	7.2%	-26.4%
CCn1c2ccccc2c2cc(NS(=O)(=O)c3ccc(C)cc3)ccc21	-1.9%	?	-9.0%	-2.1%	-57.1%[inhibitor]	-5.9%	4.6%	-15.6%

Continued.
canonical_smiles	KDM4E inh	Tau fluor counter	ALDH1A1 inh	SMN2 splice enh	HTT cytoprotect	Tau fibril ThT	Tau fibril FP	HTT aggregate
O=C(Cn1cnc2ccccc2c1=O)N(Cc1ccco1)c1ccc(O)cc1	9.0%	-7.7%	-5.1%	-15.3%	-9.6%	-6.7%	-5.5%	-1.8%
Cn1cccc1C(=O)NC(=O)COC(=O)c1cc([N+](=O)[O-])ccc1Cl	1.1%	-17.7%	?	0.2%	18.4%	-12.0%	-1.2%	-11.5%
CCOc1cc(N2CCOCC2)c(OCC)cc1NC(=O)c1cc(C)nc2ccccc12	-18.3%	-16.9%	?	-7.6%	12.7%[10 µM]	?	10.7%	6.2%[9.22 µM]
O=C(Nc1ccc(S(=O)(=O)Nc2ncccn2)cc1)c1ccc(S(=O)(=O)N2CCCC2)cc1	1.0%	-3.3%	25.1µM*	4.8%	-30.0%	2.9%	6.6%	-10.7%
CCOC(=O)C1(Cc2ccccc2C)CCCN(Cc2cn(C)nc2C)C1 (stereo unspecified)	-0.7%	-5.0%	6.0%	.	18.5%[10 µM]	-1.0%	-12.8%	0.3%[9.22 µM]
O=C(C1CCN(CCCc2ccccc2)CC1)N1CCCCC1	3.4%	0.1%	14.1µM*	-29.9%	5.3%	1.2%	-0.4%	-2.2%
COC(=O)c1ccc(C(=O)OC)c(NC(=O)CN2CCCCC2)c1	-19.4%	-2.6%	?	-3.4%	.	-5.7%	-1.4%	10.7%
O=C(Cn1nc(Cc2cccnc2)c2ccccc2c1=O)Nc1ccc(F)c(Cl)c1	.	?	.	-12.1%	.	?	-20.9%	.
COc1ccc(Sc2ncnc3onc(C)c23)cc1	-2.9%	-14.9%	-3.4%	6.1%	?	?	-12.0%	28.3%[9.22 µM]
Cc1cc(/C(O)=C2\C(=O)C(=O)N(CCN(C)C)C2c2ccncc2)ccc1OCc1ccccc1 (stereo unspecified)	-13.4%	-5.4%	-4.0%	18.1%	-4.2%[10 µM]	-3.0%	-8.6%	0.5%
N#Cc1c(=O)c2nc(NCc3ccccc3)ncc2n2ccccc12	?	-6.2%	?	?	6.5%	-12.4%	-4.3%	-1.8%
O=C1CN(C(=O)COC(=O)c2oc3ccccc3c2COc2ccccc2)c2ccccc2N1	3.8%	?	3.1%	5.6%	8.4%[10 µM]	-6.4%	?	14.5%
CC1(C)C(=O)Nc2ccccc2N1C(=O)CSc1nc(-c2ccccc2)cs1	-5.3%	5.4%	-4.5%	-46.0%[inhibitor]	1.7%[1.9 µM]	6.3%	0.7%	6.6%
CCOc1cccc(NC(=O)CSc2ncc(-c3ccc(Cl)cc3)[nH]2)c1	.	11.2µM*[quencher]	.	-10.3%	.	?	?	.
CCOc1ccc2nc(SCc3ccc(OC)cc3)sc2c1	3.1%	-9.3%	-10.6%	-20.7%	16.1%[10 µM]	?	1.1%	-13.3%
